# NCI-60 one-dose screen, 48 h, at 10 µM unless noted. Numbers give growth in % (100 = growth as untreated, 0 = no growth, -100 = all killed).
# MOLT-4 = MOLT-4 leukemia cells | 80,000 tested, 6.9% active
# CCRF-CEM = CCRF-CEM leukemia; 77,000 tested, 7% active; AID 1794778
# HOP-62 = HOP-62 NSCLC; 80,000 tested, 3.9% active
# K-562 = K-562 leukemia; 78,000 tested, 7.4% active
# RPMI-8226 = RPMI-8226 leukemia cells | 77,000 tested, 7.5% active | AID 1794781
# EKVX = EKVX NSCLC; 71,000 tested, 3% active; AID 1794765
# HOP-92 = HOP-92 NSCLC cells. 71,000 tested, 6.3% active. AID 1794738
# SR = SR leukemia cells. 73,000 tested, 8.7% active. AID 1794780
# An asterisk follows results filed as active; x = no result given; & = joins results of further samples; ! = not confirmed by another sample. Rule for the calls: active = growth percent below 10; inactive = the rest.
SMILES,MOLT-4,CCRF-CEM,HOP-62,K-562,RPMI-8226,EKVX,HOP-92,SR
CCOC(=O)c1sc(N)c(C(=O)OCC)c1C,27,42,53,53,42,26,-7.9*,47
Clc1ccc2c(NCCCNc3nc(N4CCOCC4)nc4ccccc34)ccnc2c1,85,86,89,x,81,90,63,71
COc1ccc(-c2nc(S(=O)(=O)c3ccccc3)c(S(=O)CC(=O)N3CCC(C)CC3)o2)cc1 (stereo unspecified),x,1.8*,77,x,-15*,66,-23*,x
NC(=O)CSc1nc(N)nc2nc[nH]c12,113,102,98,131,160,97,93,114
COc1nc2c(c(=O)n1C)C1(C(=O)N(C)c3ccccc31)c1c(nc(OC)n(C)c1=O)N2,98,106,119,94,108,97,96,86
Cc1ccc(S(=O)(=O)NC2(C(=O)O)CCCC2)cc1,100,x,115,113,x,116,x,89
CC1(C)OC2=C(CC1S(=O)(=O)O)C(=O)C(=O)c1ccccc12 (stereo unspecified),120,95,100,121,100,97,x,121
O=C(N/N=C/c1cc2ccccc2n2nnnc12)Nc1ccc(Cl)cc1,92,101,107,91,99,97,111,80
CC1=NN(c2nc(-c3ccccc3)c(C#N)c(=O)n2C)C(=O)C1N=Nc1ccc(S(N)(=O)=O)cc1 (stereo unspecified),146,96,93,124,91,110,79,138
NNC(=O)CCCO,94,112,104,110,129,x,123,86
CC(=O)c1c[nH]c2c(C)c([N+](=O)[O-])ccc12,96,97,95,103,105,80,88,x
Cc1ccc(C(=O)NNC(=O)N2c3ccccc3C=Cc3ccccc32)cc1,107,103,105,113,x,99,103,111
COc1cc(C(OC(C)=O)OC(C)=O)ccc1OC(C)=O,93,92,108,101,96,91,90,77
CC(=O)CC(=O)Nc1ccc(Cl)cc1C,105,98,104,97,110,100,110,109
COc1ccc2c(c1)O/C(=C\c1cccc(OCC(=O)c3ccc([N+](=O)[O-])cc3)c1)C2=O,80,121,118,75,90,98,60,x
Nc1onc(-c2ccc(F)cc2)c1[N+](=O)[O-],x,95,115,x,94,100,111,x
COc1c2c(c(OC)c3c1OCO3)C(c1ccccc1)=NC(C)C2 (stereo unspecified),88,34,90,88,79,93,68,x
Cc1ccc(Oc2nc3ccccc3cc2-c2nnc(Cn3c(COc4ccccc4)nc4ccccc43)o2)cc1,-14*,0.7*,50,-3.2*,-4.3*,x,14,-7.6*
COc1cc(C2=NN(c3ccccc3)C(c3sc(N(C)Cc4ccccc4)nc3Cl)C2)cc(OC)c1OC (stereo unspecified),78,104,103,78,96,92,100,93
N=C1CCC(=N)c2c1c(O)c1ccccc1c2O,81,98,103,65,80,82,89,x
ClC(c1ccccc1)(c1ccccc1)C(Cl)(c1ccccc1)c1ccccc1,65,86,93,83,61,89,83,x
O=C1C=CC(=Nc2cc(Br)c(O)c(Br)c2)C=C1Br,103,108,103,107,113,101,115,x
Cc1cc(N=Nc2cccc(S(=O)(=O)O)c2C)c(N)cc1N,113,99,99,105,107,90,x,110
CCC(C)Cn1cnc2c(=O)[nH]c(N)nc21 (stereo unspecified),100,106,103,103,107,99,95,104
CC(=O)O[C@]1(C(C)=O)CC[C@@]2(C)[C@@H]3CCC4=CC(=O)CC[C@@H]4[C@@]3(F)[C@@H](O)C[C@]12C,101,77,95,107,71,x,57,103
COc1cc(C(=O)/C(C)=C/c2c[nH]c3ccccc23)cc(OC)c1OC,18,x,39,14,50,34,47,17
COc1ccc(-c2cc(-c3ccncc3)[nH]c(=O)c2C#N)cc1,103,109,89,101,116,108,90,98
COc1c(B(O)O)cccc1-c1nc2ccc3[nH]ncc3c2c2c1CCCC2,12,7.0*,7.2*,38,7.4*,24,33,14
COc1cc(/C=C2\Cc3c(F)ccc(Br)c3C2=O)cc(OC)c1,105,101,93,99,94,94,92,90
NC(=S)N/N=C/c1cc(-c2cccc(N)c2)ccn1,7.4*,6.1*,6.0*,15,12,38,40,x
COC(=O)CC(N)C(=O)OC (stereo unspecified),99,99,101,89,98,x,98,96
N#Cc1ccc(-n2nc(/C=C/c3ccc(F)cc3)cc2/C=C/c2ccc(F)cc2)cc1,78,108,107,74,111,94,110,84
O=c1[nH]c(CCc2c[nH]c3ccccc23)nc2ccccc12,105,96,97,98,116,101,94,107
COc1ccc(-c2cc(-c3ccc(Nc4ccnc5cc(Cl)ccc45)cc3)nc(N3CCOCC3)n2)cc1,24,3.5*,82,x,-1.8*,90,67,-18*
CC1(O)COCCCCOc2c(CN)cccc2NC(=O)c2nc(cnc2N)-c2ccc(cc2)S(=O)(=O)C(C)(C)C1 (stereo unspecified),-16*,5.4*,-26*,0.2*,-37*,-58*,-5.6*,8.9*
O=c1[nH]c2c(c(=O)[nH]1)CCCCCC2,111,17,102,112,98,112,83,129
COc1ccc(-c2nc3ccccn3c2-c2nnc(-c3ccc(F)cc3)o2)cc1,97,101,101,98,104,119,x,84
CCCCOC(=O)N1CCCCC1CCC (stereo unspecified),105,87,101,107,99,99,97,88
CC(C)C(C(=O)Nc1ccccc1O)N1C(=O)/C(=C/c2ccc(Br)cc2)SC1=S (stereo unspecified),83,95,98,94,91,90,85,96
Nc1ncnc2c1C(c1ccc(Cl)cc1)c1sc3c(Br)cccc3c1O2 (stereo unspecified),94,x,74,94,97,43,90,84

# Three entries picked at random from the list so far, as already listed:
SMILES,MOLT-4,CCRF-CEM,HOP-62,K-562,RPMI-8226,EKVX,HOP-92,SR
COC(=O)CC(N)C(=O)OC (stereo unspecified),99,99,101,89,98,x,98,96
Nc1ncnc2c1C(c1ccc(Cl)cc1)c1sc3c(Br)cccc3c1O2 (stereo unspecified),94,x,74,94,97,43,90,84
COc1ccc(-c2nc3ccccn3c2-c2nnc(-c3ccc(F)cc3)o2)cc1,97,101,101,98,104,119,x,84

# (next part)
SMILES,MOLT-4,CCRF-CEM,HOP-62,K-562,RPMI-8226,EKVX,HOP-92,SR
COc1cc(C2C=C(c3cc(OC)c(OC)c(OC)c3)Nc3nc(SC)[nH]c(=O)c32)ccc1Oc1ccnc2cc(Cl)ccc12 (stereo unspecified),72,77,95,94,59,73,x,62
COc1ccc([N+](=O)[O-])c(OC)c1C(=O)NCC1CC1,86,97,111,95,105,x,x,84
COC(=O)c1ccc2c(c1)nc(-c1ccc(Cl)cc1)n2-c1ccc(OC)cc1,67,87,114,94,84,75,94,85
COc1cccc(Cn2nc(Nc3ccccn3)nc2N)c1,78,79,89,68,51,79,84,70
O=S(=O)(O)c1ccc(N=Nc2c(O)ccc3cc(Br)ccc23)cc1,94,114,95,100,106,100,116,107
CC(C)c1ccc(S(=O)(=O)n2cc(C(=O)C(=O)Nc3ccncc3)c3ccccc32)cc1,94,x,90,72,66,42,70,100
O=[N+]([O-])c1ccc(O)c(/C=N/N2CCCCC2)c1,90,88,103,91,88,89,x,88
C[C@@H](O)CO,111,101,108,109,99,113,106,100
N#CC(COC(=O)Nc1cccc(Cl)c1)OCCO (stereo unspecified),106,99,92,101,100,103,102,92
FC(F)(F)c1ccc2c(c1)Nc1ccccc1S2,94,98,112,94,99,90,87,99
COc1ccc(C(C(=O)NC(C)(C)C)N(Cc2ccco2)C(=O)CNC(=O)OC(C)(C)C)cc1OC (stereo unspecified),109,97,48,85,97,117,104,108
CN(C)CCCNCc1ccc(-c2ccc(F)c(Cl)c2)o1,-4.5*,2.0*,19,-19*,-26*,x,36,-23*
O=C(O)c1ccc(-c2nn(-c3ccc(C(F)(F)F)cc3)cc2CNc2ccc(F)cc2)cc1,85,95,100,90,75,93,82,91
O=C(N/N=C\c1cc(O)c(O)c(O)c1)c1ccc2nc(-c3ccc([N+](=O)[O-])cc3)[nH]c2c1,100,71,62,x,x,83,105,x
COc1cc2oc(-c3cccc(C(=O)Nc4ccc(Cl)cc4)c3)cc(=O)c2c(OCCNC(=O)[C@H](Cc2ccccc2)NC(=O)OC(C)(C)C)c1OC,114,105,115,102,108,103,94,98
O=C(CCCCCCn1cc(-c2ccc(O[C@H]3OC(CO)[C@@H](O)C(O)[C@H]3O)cc2)nn1)NO (stereo partly specified),105,x,99,103,x,103,82,113
C=CCONC(=O)Oc1ccccc1,99,74,87,x,82,101,74,124
Cc1cccc(C)c1N=c1oc2ccc(Cl)cc2nc1-c1ccccc1O,x,x,112,x,83,79,56,52
CCC/C(=C\c1ccc(OCOC)c(OCOC)c1)C(=O)NC(Cc1ccccc1)C(O)C(=O)NCc1ccccc1 (stereo unspecified),80,78,111,70,80,86,108,87
CS(=O)(=O)Nc1ccc(-c2nn(-c3ccc(S(C)(=O)=O)cc3)cc2/C=C/C(=O)c2ccc(NC(=O)CO[N+](=O)[O-])cc2)cc1,107,111,100,102,111,103,103,92
CCCNC(=NC)c1ccc(NC(=O)c2ccc(C(=O)Nc3ccc(C(=NC)NCCC)cc3)cc2)cc1,86,106,93,87,104,95,90,94
CC(=O)N1N=C(c2ccc(Br)cc2)CC1c1ccc(Oc2ccc(Br)cc2)cc1 (stereo unspecified),65,80,88,58,58,66,88,83
COc1ccc2nc3sc(C(=O)Nc4ccc(C(=O)/C=C/c5ccc(OC)c(OC)c5)cc4)cc3cc2c1,100,99,102,91,95,96,103,84
COC(=O)C(=O)/C(=C\N1C(=O)CC(=O)NC1=S)C(=O)c1ccc([N+](=O)[O-])cc1,97,100,105,100,96,104,85,102
COc1cc(C(C2=C(O)c3ccccc3C(=O)C2=O)C2=C(O)c3ccccc3C(=O)C2=O)cc(OC)c1OC,94,97,95,94,91,x,79,97
Cc1ccc(N=Nc2c(N)nc(N)[nH]c2=O)cc1C,93,95,93,91,98,x,x,88
CC(=O)Oc1ccc(/C=C/C(=O)N[C@@H](Cc2ccccc2)C(O)C(=O)NCc2ccccc2)cc1OC(C)=O (stereo partly specified),55,45,95,77,70,91,90,x
O=C(Cn1cnc2ccccc21)Nc1ccc(-c2nc3ccccc3s2)cc1,56,73,87,34,37,53,82,40
Cc1ccc2c(c1)C(C)Cc1c(Cl)nc(C)nc1N2C (stereo unspecified),87,84,87,72,76,86,74,87
O=C(O)c1ccc(C(=O)O)c(C(=O)O)c1,74,135,108,74,129,108,101,x
COc1cc2oc(-c3cccc(NC(=O)c4cccc(Br)c4)c3)cc(=O)c2c(OC)c1OC,42,30,56,26,25,61,47,43
CCCCSc1ncnc2nc[nH]c12,93,133,91,96,93,103,122,110
COc1ccc2oc3c4[nH]c5ccccc5c4c4c(c3c2c1)C(=O)N(C(=O)OC(C)(C)C)C4=O,-28*,6.5*,-18*,3.8*,-10*,-19*,-15*,-5.9*
Nc1ccc(S(=O)(=O)c2ccc(N)cc2)cc1,108&109,-24*!,107,144&104,85&97,95,87&70,121&100
Nc1nc(N)c2c(n1)NC(c1ccc(C(F)(F)F)cc1)CC(c1ccc(Nc3nc(NCCO)nc(N4CCOCC4)n3)cc1)=N2 (stereo unspecified),24,35,47,18,29,85,x,5.1*
O=C(CCCn1c(=O)oc2ccccc21)Nc1nc2c(s1)CCCC2,76,101,102,72,106,109,93,108
CCn1cc(C(=O)O)c(=O)c2cc(F)c(N3CCN(CC(=O)Nc4ccccc4)C(C)C3)c(F)c21 (stereo unspecified),107,97,101,87,102,104,97,109
CC1=CC(OC(=O)C(C)(O)CCC(O)(C(=O)OC2CC(O)(C(C)C)CCC2(C)O)C(C)C)(C(C)C)CCC1 (stereo unspecified),92,89,96,91,100,94,91,x
CCCCCCCCn1ccc2cc(NC(=O)CN3CCN(c4nc(C)cc(N5CCCCCC5)n4)CC3)ccc21,40,80,82,53,77,88,59,86
CCCCN(CCCC)CC(O)c1cc(-c2ccc(Cl)c(Cl)c2)cc2cc(Cl)ccc12 (stereo unspecified),82,107,92,60,87,67,62,69
COc1ccc(/C=C2\CN(C)Cc3c2nc(N)c(C#N)c3-c2ccc(OC)c(OC)c2)cc1OC,87,86,94,101,71,92,54,82
Cc1ccc(-c2nc(C#N)c(S(=O)(=O)N3CCN(S(=O)(=O)c4ccc(C)cc4)CC3)o2)cc1,94,95,113,82,111,108,131,90
Nc1nc(N)c(N=Nc2c(Br)cc(S(N)(=O)=O)cc2Br)c(=O)[nH]1,87,92,90,91,102,x,x,86
COc1ccc(NC(=O)Nc2ccc(OCC(=O)N=Nc3c(O)[nH]c4ccc(Br)cc34)cc2)cc1,x,x,99,x,112,101,86,x
CCOC(=O)/C(C)=N/Nc1ccccc1,94,87,82,95,98,x,83,87
O=C(CCN1C(=O)/C(=C/c2ccc(Cl)cc2)SC1=S)Nc1ncc(Cc2ccc(Cl)cc2)s1,104,106,125,109,105,97,118,119
CCOC(=O)/C(O)=C(\C#N)c1ccc(C(C)C)cc1,104,80,106,110,103,101,x,77
CNc1nnc(-c2sc3nnc(-c4ccccc4)c(-c4ccccc4)c3c2O)s1,93,110,115,x,113,112,116,78

# In the list so far, these contain a thiophene ring, fused or not.
SMILES,MOLT-4,CCRF-CEM,HOP-62,K-562,RPMI-8226,EKVX,HOP-92,SR
CCOC(=O)c1sc(N)c(C(=O)OCC)c1C,27,42,53,53,42,26,-7.9*,47
Nc1ncnc2c1C(c1ccc(Cl)cc1)c1sc3c(Br)cccc3c1O2 (stereo unspecified),94,x,74,94,97,43,90,84
COc1ccc2nc3sc(C(=O)Nc4ccc(C(=O)/C=C/c5ccc(OC)c(OC)c5)cc4)cc3cc2c1,100,99,102,91,95,96,103,84
CNc1nnc(-c2sc3nnc(-c4ccccc4)c(-c4ccccc4)c3c2O)s1,93,110,115,x,113,112,116,78

# 4 successive entries from above, quoted:
SMILES,MOLT-4,CCRF-CEM,HOP-62,K-562,RPMI-8226,EKVX,HOP-92,SR
CCOC(=O)/C(C)=N/Nc1ccccc1,94,87,82,95,98,x,83,87
O=C(CCN1C(=O)/C(=C/c2ccc(Cl)cc2)SC1=S)Nc1ncc(Cc2ccc(Cl)cc2)s1,104,106,125,109,105,97,118,119
CCOC(=O)/C(O)=C(\C#N)c1ccc(C(C)C)cc1,104,80,106,110,103,101,x,77
CNc1nnc(-c2sc3nnc(-c4ccccc4)c(-c4ccccc4)c3c2O)s1,93,110,115,x,113,112,116,78
